# Source: PubChem BioAssay
# OX1R antag: OX1R (human) antagonism | O43613 | OX1R-expressing cells, FRET antagonist read-out | inhibition, % at 6.6 µM | 330,000 tested, 1.8% active; in the data active = inhibition mostly above about 38%, no sharp cut-off; inactive = mostly below about 40%;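 note: 0% = agonist challenge alone and 100% = reference antagonist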
# Target sequence (O43613 whole entry, looked up): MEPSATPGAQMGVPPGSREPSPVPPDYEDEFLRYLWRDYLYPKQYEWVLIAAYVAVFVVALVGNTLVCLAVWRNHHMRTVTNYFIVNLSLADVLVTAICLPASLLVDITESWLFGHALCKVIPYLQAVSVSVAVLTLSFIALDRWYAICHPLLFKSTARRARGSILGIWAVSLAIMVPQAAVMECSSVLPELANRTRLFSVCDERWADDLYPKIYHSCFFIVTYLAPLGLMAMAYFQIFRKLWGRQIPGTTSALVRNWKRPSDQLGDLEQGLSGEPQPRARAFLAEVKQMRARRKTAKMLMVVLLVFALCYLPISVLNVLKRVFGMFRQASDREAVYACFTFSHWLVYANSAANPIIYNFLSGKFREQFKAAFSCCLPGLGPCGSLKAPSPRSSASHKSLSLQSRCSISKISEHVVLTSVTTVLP
# KCNQ2 inh: KCNQ2 channel blockers in CHO-K1 cells – cell-based, FluxOR thallium flux, B-score, primary screen (AID 2156); 310,000 tested, 1.1% active; B-score at 10 µM; 20 min; hits give low values;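 active = fluorescence ratio B-score at most minus 3 library SDs, with starting brightness B-score within 2 library SDs, cut at about -5.5 in these data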
# STK33 kinase inh: human STK33 kinase inhibition | purified STK33, MBP phosphorylation, ADP-Glo luminescence | inhibition, % at 10 µM | 320,000 tested, 0.073% active | AID 2661;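 active = inhibition at or above 25%, using the most active replicate where run in duplicate; inactive = inhibition below 25%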
# Target sequence (Q9BYT3 whole entry, looked up): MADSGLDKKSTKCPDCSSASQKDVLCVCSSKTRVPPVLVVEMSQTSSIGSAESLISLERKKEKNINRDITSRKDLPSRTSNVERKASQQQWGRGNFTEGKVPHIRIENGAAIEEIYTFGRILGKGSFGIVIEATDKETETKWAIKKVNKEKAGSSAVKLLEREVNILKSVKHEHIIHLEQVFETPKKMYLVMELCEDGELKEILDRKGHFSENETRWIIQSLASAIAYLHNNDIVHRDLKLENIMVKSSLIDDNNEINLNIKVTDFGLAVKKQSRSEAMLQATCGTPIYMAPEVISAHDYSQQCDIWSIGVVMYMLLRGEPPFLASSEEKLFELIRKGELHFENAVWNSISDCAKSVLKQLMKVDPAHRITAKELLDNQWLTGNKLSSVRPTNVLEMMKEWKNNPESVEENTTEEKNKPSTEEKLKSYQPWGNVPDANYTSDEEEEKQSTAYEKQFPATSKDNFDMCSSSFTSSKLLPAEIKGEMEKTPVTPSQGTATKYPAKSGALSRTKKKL
# Starred values were filed as active, the others as inactive; i = inactive; x = not tested or not shown.
# Results follow in this order: OX1R antag, STK33 kinase inh, KCNQ2 inh
> O=C(Nc1nccs1)c1ccc(NC(=O)c2ccco2)cc1
  19, 2.9, i
> Cc1nonc1NC(=O)c1ccccc1Br
  12, -2.4, i
> COc1cccc(CN2CCN(Cc3nc(-c4cccs4)oc3C)CC2CCO)c1 (stereo not given)
  13, -1.6, i
> C#CCONC(=O)c1cc(OCC(F)(F)F)ccc1OCC(F)(F)F
  0, -0.3, i
> Cc1ccc(OCC(=O)Nc2sc3c(c2C#N)CCC3)cc1C
  38, -2.3, i
> COc1ccc(NC(=S)N2CCN(c3ccccc3)CC2)c(OC)c1
  4, -3.0, i
> COc1ccccc1C(=O)Nc1ccc(C2=NNC(=O)CC2C)cc1 (stereo not given)
  21, 11, i
> COc1cccc(NC(=O)c2sc3ncn(CC(=O)N4CCN(c5ccccn5)CC4)c(=O)c3c2C)c1
  12, -1.5, i
> COc1cc2cc(CN(Cc3cccnc3)C(=O)NCc3ccccc3)c(=O)[nH]c2cc1OC
  22, -1.4, i
> Oc1[nH]c2ccccc2c1N=Nc1c(F)c(F)c(Cl)c(F)c1F
  -4, -2.7, i
> Cn1c(Cl)cnc1C1CC(=O)c2cc(Cl)ccc2O1 (stereo not given)
  13, -1.3, i
> Cc1ccc(N(C(=O)c2csnn2)C(C(=O)NC2CCCCC2)c2ccncc2)c(C)c1 (stereo not given)
  9, -0.3, i
> CC1CCCCC1NC(=O)COC(=O)COc1ccccc1Cl (stereo not given)
  29, -3.8, i
> CCC(C)[C@H]1COCCS(=O)(=O)N1Cc1ccc(Cl)cc1Cl (stereo not given in full)
  28, -2.6, i
> COc1ccc(CCNC(=O)c2ccc(OCc3c(C)noc3C)c(OC)c2)cc1
  11, -0.8, x
> COc1cc2c(cc1OC)CN(C(=S)Nc1ccc(C)cc1C)CC2
  5, 6.0, i
> O=C(/C=C/c1cccc(Br)c1)NC1CCN(Cc2ccccc2)CC1
  -4, -0.6, i
> COc1cc2c(cc1NC(=O)CSc1nc3ccccc3[nH]1)oc1ccccc12
  4, -0.5, i
> Cc1nc2ccc(NC(=O)c3ccc4ccccc4n3)cc2s1
  65*, -1.2, i
> N#CCCn1nnc2ccccc21
  3, -1.1, i
> Cc1ccc(OCC(=O)NNC(=O)c2cc(C)[nH]n2)cc1
  2, -1.8, i
> CC(=O)c1c(C)[nH]c(C(=O)OCc2ccc([N+](=O)[O-])cc2)c1C
  17, -1.0, i
> CC(C)CC(=O)NC(=S)Nc1cccc(NC(=O)c2ccccc2)c1
  22, 6.0, i
> O=C(N/C(=C/c1cccc(Br)c1)c1nc(=S)[nH][nH]1)c1ccccc1
  32, 0.0, i
> COc1ccccc1NS(=O)(=O)c1cc(N/C(=N\S(=O)(=O)c2ccccc2)c2ccc(F)cc2)ccc1Cl
  8, -0.5, i
> CCOc1ccc(Oc2ccc(NS(=O)(=O)c3cc(C(=O)O)ccc3Cl)cc2)cc1
  9, -2.4, x
> O=C(O)CN1C(=O)/C(=C\c2cc([N+](=O)[O-])ccc2OCc2ccccc2Cl)SC1=S
  11, -12, i
> Cc1nn(CCC(=O)N2CCN(S(=O)(=O)c3ccccc3)CC2)c(C)c1C
  27, -1.8, i
> CC(=O)c1ccc(N2CCN(CC(=O)Nc3ccccc3N3CCOCC3)CC2)cc1
  21, x, i
> Cc1cc2c(C)cc(=O)oc2c2c1NCCC2
  10, 2.1, i
> Cc1c(/C=C2\SC(=Nc3cccc(C(=O)O)c3)NC2=O)c2ccccc2n1C
  14, 1.0, i
> COCCCNc1nc(N)c([N+](=O)[O-])c(NCc2ccccc2)n1
  17, -1.7, i
> CC(=O)C[C@H](O)CC(=O)[C@H]1OC(=O)[C@@H](C)CCCCc2ccccc21
  4, 0.1, x
> O=C(COC(=O)CSc1cccc2cccc(Cl)c12)Nc1ncc(C(F)(F)F)cc1Cl
  10, x, i
> CC1Cc2ccccc2N1C(=O)CSc1nnc2c(n1)[nH]c1ccccc12 (stereo not given)
  30, -0.8, i
> COc1ccc(C(=O)NC(=S)NNC(=O)[C@H]2C[C@@H]2c2ccccc2)cc1OC
  8, -2.2, i
> CCN(CCNC(=O)Cn1c(=O)sc2ccccc21)c1ccccc1
  20, -0.9, i
> COc1ccc(-c2oc(=O)n(C)c2-c2ccc(OC)cc2)cc1
  6, 0.1, i
> Cc1ccccc1C(=O)O/N=C(\c1ccccc1)c1ccccn1
  13, 0.8, i
> Cc1cccc(CSCCNC(=O)c2ccc(CN3CCOCC3)cc2)c1
  11, 1.6, i
> COc1ccc(NC(=O)c2c(C)oc3c2CCCC3)cc1
  17, -0.7, i
> Cc1ccc(C(CNS(=O)(=O)c2ccc(Cl)cc2)N2CCN(C)CC2)cc1 (stereo not given)
  1, -2.6, i
> O=C(c1ccc(F)cc1)N1CCN(Cc2ccccc2)CC1
  10, -1.1, i
> CCOc1ccc(N2C(=O)Nc3ccccc3C2(O)C(=O)NCc2ccc(OC)cc2)cc1 (stereo not given)
  19, -1.0, i
> Cc1cccc(N(CC(=O)NC2CCCC2)C(=O)CS(=O)CC(=O)Nc2ccc3c(c2)OCO3)c1C (stereo not given)
  3, -0.7, i
> CCN(CC(=O)Nc1ccc(OC)cc1)CC(=O)Nc1ccc(Cl)cc1F
  21, -0.2, i
> CCOc1ccccc1N(C)C(=O)Cn1ncc2c([nH]c3ccccc32)c1=O
  23, -2.0, i
> Cc1cccc(N2CCN(S(=O)(=O)c3c(C)[nH]c(=O)[nH]c3=O)CC2)c1C
  7, -0.9, i
> Cc1nn(CC(=O)N2CCN(c3ccc(Cl)cc3)CC2)c(=O)c2cccn12
  3, -1.9, i
> Cn1ccnc1C(=O)c1ccc(NN)c([N+](=O)[O-])c1
  53*, 1.7, i
> OCCCn1c(C2CCCN2c2nc(-c3ccc(F)cc3)cs2)nc2cc(Cl)c(N3CCCCC3)cc21 (stereo not given)
  9, -1.1, i
> O=C(Oc1cc(=O)oc2c1c(=O)n1c3c(cccc23)CC1)c1ccc(F)cc1
  5, -0.6, i
> O=C(N/N=C/c1cccnc1)c1cc(C2CC2)nc2ccccc12
  22, 1.6, i
> CCCNC(=O)COC(=O)c1ccc(S(=O)(=O)N2CCCCCC2)cc1
  11, 4.4, i
> O=C(Nc1ccc(N2CCOCC2)cc1)c1c(F)cccc1Cl
  2, -1.1, i
> O=C(COc1ccc(F)cc1)N1CCCCCCC1
  5, -0.4, i
> O=C(COc1ccc(/C=N/NC(=O)c2cccnc2)cc1)Nc1ccccc1
  23, -0.6, i
> C[C@@H](C(=O)NCc1ccc(S(C)(=O)=O)cc1)[C@@H]1C[C@@]1(C)[C@@H](NC(=O)OCc1ccccc1)c1ccccc1
  15, 0.0, x
> CCOC(=O)N1CCC(=NNc2ccc(S(=O)(=O)N3CCOCC3)cc2[N+](=O)[O-])CC1
  34, 0.2, i
> Cc1cc(C(=O)CSc2n[nH]c(-c3ccccc3F)n2)c(C)n1Cc1cccs1
  62, x, i

# (list continues)
# Results follow in this order: OX1R antag, STK33 kinase inh, KCNQ2 inh
> Cc1ccc(CN2CCN(Cc3cnc(C)s3)CC2CCO)o1 (stereo not given)
  12, -1.2, i
> CCN(CC)C(=O)C(C(=O)c1cccc([N+](=O)[O-])c1)n1cc(Cl)ccc1=O (stereo not given)
  25, -0.5, i
> Cc1cccc(N2CCN(C(=O)c3cc4c(=O)n(C)c5ccccc5c4n3C)CC2C)c1 (stereo not given)
  37, 4.5, -6.1*
> CC(NC(=O)c1ccccc1Cl)C1CC2CCC1C2 (stereo not given)
  14, -0.8, i
> NC(=O)C1CCCN(C(=O)CCc2nnc(C3(c4ccc(Cl)cc4)CCC3)o2)C1 (stereo not given)
  20, -0.4, i
> CCc1cc(C(=O)Nc2cc(Cl)ccc2N2CCN(C)CC2)sc1C
  3, 1.1, i
> COc1ccccc1-n1nnnc1SCC(=O)NCC1CCCO1 (stereo not given)
  17, -3.0, i
> COc1ccc(C(=O)NCC(=O)OCC(=O)NCCC2=CCCCC2)cc1
  7, -0.2, i
> CCC(C)NC(=O)C1CCCN(S(=O)(=O)c2ccc3c(c2)CC(C)N3C(C)=O)C1 (stereo not given)
  16, -0.9, i
> O=C(CNC(=O)c1cccc(F)c1)N/N=C/c1ccc(O)c([N+](=O)[O-])c1
  42, 2.0, i
> COc1cccc(-n2c(Cc3cc(=O)[nH]c(=O)[nH]3)nnc2SCc2cccc(C(F)(F)F)c2)c1
  4, 0.4, i
> O=c1oc2cc(OCc3ccc(C(F)(F)F)cc3)ccc2cc1-c1ccccn1
  21, 0.3, i
> Cc1cc(C)n(C(=O)CNC(=O)c2ccco2)n1
  6, 0.8, i
> CC(=O)c1ccc(-c2ccc([C@H]3[C@H]4C=CC[C@@H](C)[C@@H]4C(=O)N3Cc3ccccc3)c(F)c2)cc1
  17, -1.4, i
> COC(=O)c1ccc(NC(=O)COc2ccc(S(=O)(=O)NC(C)(C)C)cc2)cc1
  11, -0.2, i
> O[C@H]1COC2C1OC[C@@H]2O (stereo not given in full)
  10, x, i
> COc1cccc(CN(C)C(=O)c2[nH]c(C)c(C(C)=O)c2C)c1OC
  15, -0.3, i
> Cn1c(N)c(C(=O)CSc2nc3ccccc3c(=O)n2Cc2ccccc2)c(=O)n(C)c1=O
  21, -0.8, i
> O=C(c1ccncc1)N1N=C(C2CC2)CC1(O)C(F)(F)F (stereo not given)
  7, -0.4, i
> O=C(CSc1nc2ccccc2s1)Nc1nccs1
  35, -0.9, i
> Cc1cc2c(cc1C)C(c1cccc(F)c1)CC(=O)N2 (stereo not given)
  x, -0.7, i
> CCOC(=O)N1CCN(C2CCCN(C(=O)c3cccc(Cl)c3)C2)CC1 (stereo not given)
  9, -0.9, i
> CCCCN1C(=O)C(=O)N(CC(=O)Nc2cccc(C(C)=O)c2)C1=O
  -2, -1.5, x
> Cc1ccc(OCC(=O)Nc2ccc(N3CCCC3)cc2)cc1C
  9, 0.1, i
> COC(=O)CN(c1nc(C)c(Br)c(OC)n1)S(=O)(=O)c1ccccc1
  16, -0.5, i
> COc1ccccc1/C=N/NS(=O)(=O)c1ccccc1
  3, -0.8, i
> Cc1cccc(C)c1NC(=O)c1c[nH]c2ccccc12
  8, -1.0, i
> c1ccc(-c2cc3c(N4CCCCC4)ncnc3s2)cc1
  35, 2.5, i
> Nc1ncnc2c1ncn2[C@@H]1O[C@H](CNCc2cn(CC(=O)NC3CC3)c3ccccc23)[C@@H](O)[C@H]1O
  -4, 2.5, x
> COc1cc([N+](=O)[O-])ccc1-c1ccc(C(=O)Nc2ccc(NC(C)=O)cc2)o1
  8, -0.9, i
> Cc1cc(C(=O)OC(C)C(=O)N2CCc3ccccc32)ccc1[N+](=O)[O-] (stereo not given)
  33, x, i
> CCCOc1cccc(C(=O)Nc2cccc(NC(=O)c3ccco3)c2)c1
  74, 0.0, i
> Cc1cc(S(=O)(=O)Nc2noc3ccccc23)ccc1F
  1, 0.2, i
> O=C(CC1C(=O)NCCN1C(=O)c1ccccc1)Nc1cc(Cl)ccc1Cl (stereo not given)
  2, -1.2, i
> CC(=O)c1cccc(NC(=O)CC2S/C(=N/N=C/c3cccs3)NC2=O)c1 (stereo not given)
  28, -1.8, i
> COc1cc(C(=O)NC(c2ccccc2)c2ccccc2)cc(OC)c1OC
  14, x, i
> CC[n+]1c(/C=C2/C=C(C)CC(C)C2)sc2ccccc21 (stereo not given)
  3, 0.7, i
> Cc1cc(C(=O)CN2C(=O)NC3(CCCCC3)C2=O)c(C)n1Cc1ccc2c(c1)OCO2
  12, -0.4, i
> COC(=O)C(Cc1c[nH]c2ccccc12)NC(C)=O (stereo not given)
  34, -0.9, i
> Cc1cc2c(cc3c(=O)n(CC(=O)NCCCN4CC(C)CC(C)C4)ncn32)s1 (stereo not given)
  16, 2.8, i
> COc1ccc(OCC(O)CN2C(=O)NC(C)(C)C2=O)cc1 (stereo not given)
  7, -0.1, i
> CC(CC(=O)N1CCN(c2cccc(Cl)c2)CC1)S(=O)(=O)c1ccc2c(c1)NC(=O)CO2 (stereo not given)
  60*, 0.2, i
> Cc1ccnc(Nc2nc(-c3c(C)nc4sccn34)cs2)c1
  55*, 0.2, i

# Sorted by the number under OX1R antag (descending): 3 from the list above
# Results follow in this order: OX1R antag, STK33 kinase inh, KCNQ2 inh
> CC(CC(=O)N1CCN(c2cccc(Cl)c2)CC1)S(=O)(=O)c1ccc2c(c1)NC(=O)CO2 (stereo not given)
  60*, 0.2, i
> Cc1ccc(OCC(=O)Nc2ccc(N3CCCC3)cc2)cc1C
  9, 0.1, i
> COc1cc([N+](=O)[O-])ccc1-c1ccc(C(=O)Nc2ccc(NC(C)=O)cc2)o1
  8, -0.9, i

# A draw from above in order of heavy-atom count, falling:
# Results follow in this order: OX1R antag, STK33 kinase inh, KCNQ2 inh
> Nc1ncnc2c1ncn2[C@@H]1O[C@H](CNCc2cn(CC(=O)NC3CC3)c3ccccc23)[C@@H](O)[C@H]1O
  -4, 2.5, x
> Cc1cc(C(=O)CN2C(=O)NC3(CCCCC3)C2=O)c(C)n1Cc1ccc2c(c1)OCO2
  12, -0.4, i
> Cc1cc2c(cc3c(=O)n(CC(=O)NCCCN4CC(C)CC(C)C4)ncn32)s1 (stereo not given)
  16, 2.8, i
> COc1cc(C(=O)NC(c2ccccc2)c2ccccc2)cc(OC)c1OC
  14, x, i
> CC(=O)c1cccc(NC(=O)CC2S/C(=N/N=C/c3cccs3)NC2=O)c1 (stereo not given)
  28, -1.8, i
> Cc1cc(C(=O)OC(C)C(=O)N2CCc3ccccc32)ccc1[N+](=O)[O-] (stereo not given)
  33, x, i
> COC(=O)CN(c1nc(C)c(Br)c(OC)n1)S(=O)(=O)c1ccccc1
  16, -0.5, i
> Cc1ccc(OCC(=O)Nc2ccc(N3CCCC3)cc2)cc1C
  9, 0.1, i
> Cc1ccnc(Nc2nc(-c3c(C)nc4sccn34)cs2)c1
  55*, 0.2, i
> c1ccc(-c2cc3c(N4CCCCC4)ncnc3s2)cc1
  35, 2.5, i
> COc1ccccc1/C=N/NS(=O)(=O)c1ccccc1
  3, -0.8, i
> COC(=O)C(Cc1c[nH]c2ccccc12)NC(C)=O (stereo not given)
  34, -0.9, i
